Compound activity deposited in PubChem BioAssay by several laboratories.
S1P4 ag = activates the human S1P4 receptor; O95977; S1P4-expressing cell line, agonist reporter assay; activation, % at 4.98 µM; 220,000 tested, 0.35% active; AID 1509; in the data active = activation above about 11%;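 also: 0% = DMSO vehicle and 100% = reference agonist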
NPY-Y2 PAM-ag = potentiates or activates human NPY-Y2 receptor; P49146; cells expressing NPY-Y2, potentiator/agonist read-out; activation, % at 3.6 µM; 220,000 tested, 0.45% active; AID 1359; in the data active = activation above about 27%;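 also: cells stimulated with NPY near EC25 plus isoproterenol at EC100; 0% = vehicle plus submaximal agonist and 100% = vehicle plus saturating agonist; some results beyond the cut were filed as inactive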
NPY-Y1 PAM-ag = human NPY-Y1 potentiation or agonism, primary screen; NPY-Y1 expressing cells, potentiator/agonist activation; activation, % at 3.6 µM; 220,000 tested, 0.37% active; AID 1304; in the data active = activation above about 33%, passing the limit was not always enough;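 also: cells stimulated with NPY at EC10 then isoproterenol at EC100; 0% = low agonist plus stimulus and 100% = saturating agonist plus stimulus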
S1P4 antagonist = human S1P4 receptor antagonism; O95977; S1P4-expressing cells, antagonist mode, reporter read-out; inhibition, % at 4.98 µM; 220,000 tested, 0.26% active; in the data active = inhibition above about 29%;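 also: 0% = wells stimulated with agonist and 100% = vehicle wells without agonist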
NPY Y1 blocker = NPY-Y1 (human) receptor antagonism. P25929. HEK293-CNG Y1 cells, membrane potential fluorescence; NPY at EC95, then isoproterenol. inhibition, % at 3.6 µM. 200,000 tested, 1% active. AID 1040;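 active = inhibition above the campaign mean inhibition of all tested compounds plus 3 SD, cut at about 20% in these data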;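 also: 0% = DMSO wells given NPY plus isoproterenol and 100% = isoproterenol alone without NPY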
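Material: Y1- and CNG-channel-expressing HEK293 cells / Probe or stimulus: NPY 25 nM then isoproterenol 1 µM plus Ro 20-1724 25 µM / Doses: 3.6 µM single dose, DMSO 0.4% / Schedule: compound incubation 1 h at room temperature, readout 45 min post-stimulation / Signal: membrane potential fluorescence / Benchmarks: isoproterenol-only wells as full block versus NPY-plus-isoproterenol wells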
eIF4E 4G PPI = blocks eIF4E binding to eIF4G. 220,000 tested, 0.37% active. AID 782. TR-FRET eIF4E-eIF4GI(517-606) binding, 2 h. inhibition, % at 21.7 µM;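 active = inhibition above about 30%, limit read from the data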;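 also: 0% = full FRET control wells and 100% = background wells lacking eIF4GI fragment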
EP2 mod = modulates human prostaglandin E2 receptor EP2 signaling | P43116 | EP2-expressing cells, cAMP HTRF FRET, PGE2 co-stimulation | induction, % at 25 µM | 260,000 tested, 0.83% active;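 active = compounds whose cAMP rise, as percent of the full-agonist control response, exceeds 60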;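 also: rat C6 glioma line stably carrying human EP2 under a CMV promoter; the protocol text gives 20 µM as final concentration; 100% = response of wells given 1 µM PGE2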
EP2 antag = inhibitors of human EP2 prostaglandin E2 receptor | C6 glioma cells expressing human EP2, cAMP TR-FRET; cells stimulated with saturating PGE2 | AID 1422 | inhibition, % at 25 µM | 260,000 tested, 0.52% active;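 active = percent inhibition above 40 after rounding to a whole number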;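 also: rat C6 glioma host cells with rolipram phosphodiesterase inhibitor present; the protocol text gives 20 µM as final concentration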
p97 ATPase inh = blocks human p97 ATPase activity | P55072 | recombinant p97 ATPase, Kinase-Glo ATP luminescence, 3 h | inhibition, % at 8 µM | 220,000 tested, 0.42% active | AID 1481; in the data active = inhibition above about 15%;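 also: 0% = DMSO vehicle and 100% = wells lacking enzyme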
The depositor's hits bear a star; x = not tested or not shown; & = joins results of further samples; [ ] = remark or other dose. An excerpt (hit frequency here may not be typical).

Preview (two entries):
The line under a structure holds: S1P4 ag	NPY-Y2 PAM-ag	NPY-Y1 PAM-ag	S1P4 antagonist	NPY Y1 blocker	eIF4E 4G PPI	EP2 mod	EP2 antag	p97 ATPase inh
CC(=O)Nc1cccc(NC(=O)CCn2cnc3cc(C)c(C)cc32)c1
→ 0.9	-10	-15	-12	4	11	-16	6	1
CCN(CC)CCCOc1nc(C)nc2c1oc1ccccc12
→ -1.2	-11	9	-12	3	-8	4	4	3

The list itself, repeating the preview:
The line under a structure holds: S1P4 ag	NPY-Y2 PAM-ag	NPY-Y1 PAM-ag	S1P4 antagonist	NPY Y1 blocker	eIF4E 4G PPI	EP2 mod	EP2 antag	p97 ATPase inh
CC(=O)Nc1cccc(NC(=O)CCn2cnc3cc(C)c(C)cc32)c1
→ 0.9	-10	-15	-12	4	11	-16	6	1
CCN(CC)CCCOc1nc(C)nc2c1oc1ccccc12
→ -1.2	-11	9	-12	3	-8	4	4	3
O=C1c2[nH]nc(-c3ccccc3O)c2C(c2cccc(Cl)c2)N1CC1CCCO1 (stereo not given)
→ 1.1	-2	-6	-1	-3	2	21	x	4
O=C1c2ccccc2S(=O)(=O)N1CC(O)Cn1c2ccccc2c2ccccc21 (stereo not given)
→ 0.6	11	20	-2	7	3[fluorescence artefact?]	-39	10	6
C/C(=N\S(=O)(=O)c1ccc(C)cc1)N(C)C
→ 0.7	26	16	-4	x	-6	-16	4	3
O=c1c2ccccc2ncn1-c1ccc(Cl)cc1[N+](=O)[O-]
→ 0.7	19	18	0	-6	0	15	11	5
COC(=O)C1=C(C)N=C2SCCC(=O)N2C1c1ccc(OC(=O)c2ccco2)cc1 (stereo not given)
→ -0.5	-18	-20	26	0	3	5	16	-2
CCC(C)c1ccc(S(=O)(=O)N2CCN(C(=O)COc3ccc4c(C)cc(=O)oc4c3)CC2)cc1 (stereo not given)
→ -0.2	7	2	-2	6	-35	-5	12	4
CCOC(=O)C1CCCN(C(=O)c2cc(Cl)ccc2Cl)C1 (stereo not given)
→ 1.9	-16	-6	-4	2	-5	7&-18	3&12	4
CCN(CC)CCCNC(=S)N(Cc1cccnc1)Cc1cc2cccc(C)c2[nH]c1=O
→ 2.1	-6	1	-2	3	0	-31	6	4
COc1ccc(N(C(=O)c2cccc([N+](=O)[O-])c2)S(=O)(=O)c2cccs2)cc1
→ 4.6	8	17	-4	-1	-3	23	3	6
COc1cc(/C=N/NC(=O)Cc2c[nH]c3ccccc23)cc(OC)c1OC
→ 1.6	-1	-2	-3	1	-5	-77	13	4
CC(C)(C)NS(=O)(=O)c1ccc(NS(C)(=O)=O)cc1
→ 1.1	4	8	0	-2	-8[fluorescence artefact?]	12	6	-6
CCOc1ccc(C(O)Cn2c(=N)n(CCN3CCCCC3)c3ccccc32)cc1 (stereo not given)
→ 2.3	-44	-15	8	13	7	8	8	-1
CCCC/S(C)=N/S(=O)(=O)c1ccc(C)cc1 (stereo not given)
→ 1.2	7	-2	-5	1	4	25	8	-3
CCOc1ccc(NC(=O)CN2C(=O)C3CCCN3C2=O)cc1 (stereo not given)
→ 1.9	-2	-31	-9	1	-3	-9	8	4
CC(C)(Oc1ccc(Cl)cc1)C(=O)OCC(=O)N1CCCC1
→ 0.1	8	15	-12	0	5[fluorescence artefact?]	23	2	2
O=C(N/N=C/c1ccc(OC2CSC2)cc1)c1ccccc1
→ 1.1	6	23	6	4	-1	-1	9	3
CCOc1cc(/C=N/Nc2nncc(-c3ccccc3)n2)ccc1O
→ 0.5	19	10	7	-2	-2	-48	6	4
CCN(CC(=O)N1CCN(c2ccccc2)CC1)S(=O)(=O)c1ccc(C)cc1
→ 2.9	3	10	-32	-4	-2	-32	13	-1
CCCCN(C)C(=O)c1nc2ccccn2c1CN(C)Cc1csc(C)n1
→ 3.0	-6	10	-9	5	-1	-1	4	-2
COc1ccc(NC(=O)c2ccccc2[N+](=O)[O-])cc1
→ 6.0	17	-14	-18	-2	-4	9	3	4
CCOC(=O)CCc1c(C)c2ccc(OC(C)C(=O)OCC)c(C)c2oc1=O (stereo not given)
→ -1.2	4	-14	-9	8	2	17	9	2
Cc1ccc(/C=C/C(=O)Nc2cccnc2)o1
→ 0.9	-3	5	-9	2	18[fluorescence artefact?]	0	6	-1
O=C(/C=C/c1ccccc1)NCc1cccnc1
→ 0.4	3	17	6	-8	-2	1	7	5
O=C(Nc1cccnc1)c1scc2c1OCCO2
→ 0.7	22	-6	-13	0	2	16	11	6
Cc1ccc(-n2c3c(cc(C(=O)NC4CCSC4=O)c2=O)C(=O)CC(C)(C)C3)cc1 (stereo not given)
→ 0.3	2	5	16	-5	5	22	7	2
Cc1cccnc1N(C(=O)Nc1cccc(Cl)c1)C1=NCC(C)(C)S1
→ 2.2	-11	11	-15	-7	2	70*	3	3
CC1CCc2c(sc(NC(=O)C(=O)NCc3ccco3)c2C#N)C1 (stereo not given)
→ -1.7	-2	17	-9	-2	-50[fluorescence artefact?]	-10	7	12
CC(=O)c1ccc(NC(=O)COC(=O)c2ccccc2Sc2ccccc2C#N)cc1
→ 0.8	21	31	-5	0	-1	9	7	0

Taken from above.
CC1CCc2c(sc(NC(=O)C(=O)NCc3ccco3)c2C#N)C1 (stereo not given) in S1P4 antagonist: -9
CCN(CC(=O)N1CCN(c2ccccc2)CC1)S(=O)(=O)c1ccc(C)cc1 in EP2 antag: 13
O=C(N/N=C/c1ccc(OC2CSC2)cc1)c1ccccc1 in eIF4E 4G PPI: -1
Cc1ccc(/C=C/C(=O)Nc2cccnc2)o1 in EP2 mod: 0

Further compounds
The line under a structure holds: S1P4 ag	NPY-Y2 PAM-ag	NPY-Y1 PAM-ag	S1P4 antagonist	NPY Y1 blocker	eIF4E 4G PPI	EP2 mod	EP2 antag	p97 ATPase inh
C=CCOc1ccc(C2N3CC4(CC)CN2CC(CC)(C3)C4=O)cc1 (stereo not given)
→ 0.0	5	-12	-2	4	6	27	9	2
CN(C)c1ccc(NC(=O)Nc2cccc3ccccc23)cc1
→ 2.1	9	20	12	-1	9	-20	5	1
Cc1nn(C)c(=O)n1-c1ccc(Oc2ccccc2)cc1
→ -0.3	11	-10	-4	-2	6	22	3	1
CCOc1ccc(NC(=O)N(CCCN2CCOCC2)Cc2cccnc2)cc1
→ 0.1	-1	9	-5	-2	3	1	6	5
Cc1ccc2cc(CN(Cc3nnnn3C3CCCCC3)CC3CCCO3)c(=O)[nH]c2c1 (stereo not given)
→ 0.8	7	-12	-1	4	0	39	10	-2
CCOC(=O)CSc1nc2ccccc2c(=O)n1CC1CCC(C(=O)NCc2ccco2)CC1 (stereo not given)
→ 1.8	-5	-26	4	0	7	44	2	0
Cn1cc(/C=C2/SC(=O)N(CC(=O)Nc3ccc4c(c3)OCO4)C2=O)c2ccccc21
→ 0.9	4	-3	-9	6	-32	-2	3	1
CC1(C(=O)NNC(=S)NCc2ccco2)CC1(Cl)Cl (stereo not given)
→ 2.5	8	2	-12	0	-5	7	8	6
O=C(NNC(=O)c1sccc1-n1cccc1)c1ccc(F)cc1
→ -0.6	-3	-11	-11	-5	2	20	2	2
CCn1c(SCC(=O)NCc2cccs2)nnc1-c1cccs1
→ -1.1	-4	-20	-3	-6	-2	-2	3	0
COc1ccc(/C=C/C(=O)N(C)c2ccccc2C(=O)O)cc1
→ 0.7	-18	-15	-1	1	-3	12	3	-1
COc1cccc(-n2cnc3sc(C)cc3c2=O)c1
→ 0.6	-14	9	-11	3	3	-3	8	0
COC(=O)c1ccc(COC(=O)CNS(=O)(=O)c2ccccc2)cc1
→ -3.3	-9	4	4	1	1	-13	13	-6
O=S(=O)(c1ccc(-n2cnnn2)cc1)N1CCC(N2CCCCC2)CC1
→ -0.1	-7	5	7	1	-3	-18	14	2
Brc1ccc(-c2nnc(-c3ccccc3Br)o2)cc1
→ 0.5	-7	-13	-2	10	0	34	17	1
CCOC(=O)c1c(-c2cccc(C)c2)csc1NC(=O)C1CC=CCC1C(=O)O (stereo not given)
→ -1.4	-31	-8	13	10	3	38	9	-3
Clc1ccccc1OCCN1CCC(Cc2ccccc2)CC1
→ 1.6	-9	-16	-2	7	0	-49	9	-6
CCn1c(C)nc([N+](=O)[O-])c1C(=O)O
→ -0.9	-2	-1	-2	-1	4	13	12	1
NC(=O)c1ccc(NC(=O)CN2CCN(c3ccc(Cl)cc3)CC2)cc1
→ 0.8	-5	7	-32	-1	-3	-50	8	0
OCCn1c(-c2ccc3c(c2)OCO3)csc1=Nc1ccccc1
→ -0.2	3	8	-3	-4	-2	14	9	5
O=C1CN(C(=O)CN2CCOCC2)C(c2ccccc2)c2cc(Br)ccc2N1 (stereo not given)
→ -0.8	-14	-3	-21	-3	-1[fluorescence artefact?]	4	6	2
Cc1onc(-c2ccccc2Cl)c1C(=O)N1CCN(C/C=C/c2ccccc2)CC1
→ 1.4	9	5	-3	-2	-4	-67	20	-2
CCOCCCNCc1ccc(OCC(=O)N2CCOCC2)c(OC)c1
→ 1.0	-10	4	11	-1	-2	-6	11	0
Cc1ccccc1NC(=O)C1c2cccc[n+]2CC(=O)N1c1c(C)cccc1C (stereo not given)
→ -0.7	-2	1	-14	2	4[fluorescence artefact?]	-9	10	-3
Cn1c(SCc2ccccc2)nnc1-c1ccc2nonc2c1
→ 0.5	-16	6	-7	x	-1	-8	11	2
COc1ccc(NC(=O)CSc2nnc(-c3ccccn3)n2N)cc1Cl
→ 0.8	16	-14	-4	-4	-9	-17	13	0
O=C(O)CC(=O)NC12CC3CC(CC(C3)C1)C2
→ 1.0&-0.4	-3&8	0&5	-1&-6	-3&3	4&7[fluorescence artefact?]	9&2	12&-7	-3&5
CCCC1Cc2nc(N3CCCCC3)c(C#N)cc2CO1 (stereo not given)
→ -0.3	-32	-17	8	8	-1	48	5	-6
CN(C)CCNC(=O)C(=O)NCC1OCCCN1S(=O)(=O)c1cccs1 (stereo not given)
→ 1.8	5	5	-13	2	1	17	4	6
N#CC(c1ccc(Cl)cc1)c1cccc(Cl)n1 (stereo not given)
→ -0.7	3	4	3	8	7	-4	3	6
Cc1ccc(C(C)(C)C)c(OCCCCN2CCCC2)c1
→ -0.1	-7	-19	-3	6	-5	9	1	-2
CCN(CC)CCNC(=O)C(C)c1nn(C)c(=O)c2ccccc12 (stereo not given)
→ 0.2	10	28	-12	-1	-2	-1	9	2
CCN(CC)Cc1oc(-c2ccccc2)cc1C(=O)O
→ 0.7	6	12	1	5	3	7	7	-5
Cc1ccc(NC2Sc3ccccc3NC2=O)cc1 (stereo not given)
→ 2.3	7	26	-23	0	2	-33	5	4
O=C(Nc1cccnc1)c1cccc(S(=O)(=O)N2CCCCC2)c1
→ -1.3	-3	20	2	-2	1	-24	12	5
COc1ccc(-c2ccnc(-c3ccncc3)n2)cc1
→ -1.3	-3	11	-2	x	-6	2	8	0
COc1ccc(OC)c(S(=O)(=O)NCc2ccccc2)c1
→ 0.1	11	-11	-8	0	0	-14	9	0
Cc1ccc(Sc2c([N+](=O)[O-])ncn2C)cc1
→ -2.1	4	-26	11	-2	4	24	6	4
O=C1c2nc3cc(-c4ccco4)[nH]n3c(=O)c2CN1C1CCCCC1
→ 2.1	6	18	8	x	-1	-16	6	6
COC(=O)COc1ccc(S(=O)(=O)NCCC2=CCCCC2)cc1C
→ 0.1	17	10	6	-6	3	9	3	4
O=C(Nc1ccccc1C(F)(F)F)c1cccnc1
→ 0.6	11	17	-1	5	6	8	4	8
CC(NC(=O)CSCc1ccccc1Br)c1ccccc1 (stereo not given)
→ 1.5	-1	10	-6	0	0	7	8	-8
O=C(CCc1ccc(S(=O)(=O)N2CCOCC2)cc1)Oc1ccccc1
→ -1.2	-8	-23	-21	1	-3	-5	7	2
